PG9 binder: binds the HIV-1 gp120 antibody PG9 | TR-FRET gp120-PG9 antibody binding | inhibition, % at 6.7 µM | actives 0.43% (n = 360,000); in the data active means inhibition above about 8.5%
SIAE inh: human SIAE inhibition, primary screen; Q9HAT2; SIAE FP-Rh probe binding, fluorescence polarization; inhibition, % at 9.66 µM; actives 0.69% (n = 370,000); AID 1053197;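 active means inhibition above a cutoff: mean of compounds within the control limits plus 3 SD of those, cut at about 17% in these data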;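 further: 0% = plate median of compound wells and 100% = probe without SIAE protein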
Target sequence (Q9HAT2 whole entry, looked up): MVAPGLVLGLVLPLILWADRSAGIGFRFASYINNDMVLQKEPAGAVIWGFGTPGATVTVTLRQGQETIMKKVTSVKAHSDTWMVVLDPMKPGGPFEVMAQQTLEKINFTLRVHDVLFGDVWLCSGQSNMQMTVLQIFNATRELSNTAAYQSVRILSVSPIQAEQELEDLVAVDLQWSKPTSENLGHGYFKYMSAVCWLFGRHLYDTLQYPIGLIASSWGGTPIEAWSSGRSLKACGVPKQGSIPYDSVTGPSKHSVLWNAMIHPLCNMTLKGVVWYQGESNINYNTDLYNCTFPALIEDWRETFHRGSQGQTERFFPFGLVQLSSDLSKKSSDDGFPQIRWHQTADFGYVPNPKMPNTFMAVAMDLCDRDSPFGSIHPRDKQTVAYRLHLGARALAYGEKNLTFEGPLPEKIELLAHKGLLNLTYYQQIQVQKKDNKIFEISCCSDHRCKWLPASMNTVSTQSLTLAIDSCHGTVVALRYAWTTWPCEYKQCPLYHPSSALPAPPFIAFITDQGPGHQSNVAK
UHRF1 MBD2 ctr: blocks human UHRF1 binding to methylated DNA; inhibition, % at 4.4 µM; AID 687016; actives 0.75% (n = 370,000); Q96T88; UHRF1 binding to methylated oligo, TR-FRET; in the data active means inhibition above about 21%;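 further: UHRF1 SRA domain binding a hemimethylated CpG hairpin DNA probe; 0% = median of test compound wells and 100% = reference inhibitor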
HTRA1 inh: inhibitors of human serine peptidase HTRA1 | recombinant HTRA1, FP-rhodamine activity-based probe, fluorescence polarization | inhibition, % at 5.96 µM | actives 0.5% (n = 340,000) | AID 504803; in the data active means inhibition above about 36%;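 further: 0% = enzyme with DMSO and 100% = wells lacking enzyme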
mABHD4 FP: ABHD4 (mouse) inhibition, primary FP screen; purified mABHD4, FP-Rh probe fluorescence polarization; inhibition, % at 8.92 µM; actives 0.54% (n = 370,000); AID 720543;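 active means inhibition exceeding the mean over every tested compound plus 3 SD, cut at about 30% in these data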;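 further: 0% = plate median of compound wells and 100% = S159A mutant with DMSO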
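Assay system: mABHD4 protein; medium: HEPES pH 7.0, NaCl, Pluronic buffer; dosing: 8.92 µM, single dose; schedule: 45 min + 60 min at 25 °C; signal: FP readout, ex 525 nm / em 598 nm; read-out: normalized percent inhibition of probe labeling; repeats: single replicate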
TDP2 inh: TDP2 (human) inhibition, absorbance primary screen; recombinant TDP2, T5PNP hydrolysis, p-nitrophenol absorbance 415 nm; actives 0.34% (n = 370,000); inhibition, % at 12.8 µM; AID 720702;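 active means inhibition above the mean of all tested compounds plus 3 SD, set per campaign, cut at about 25% in these data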;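 further: 0% = DMSO with enzyme and 100% = buffer with substrate but no TDP2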
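System – recombinant human TDP2 · Quantity – TDP2 enzyme at 120 nM final · Doses – single concentration, 12.8 µM nominal, with 1% DMSO · Incubation – 2 h at 37 °C · Measured by – epi absorbance of p-nitrophenol freed from T5PNP by hydrolysis · Read-out – % inhibition relative to enzyme-containing and enzyme-free wells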
Tn7 DDE FP: disrupts Tn7 cyclic peptide binding to fibrin D-Dimer-E complex. inhibition, % at 8.3 µM. FP displacement of FITC-Tn7 peptide from fibrin DD(E); 0% = median of compound wells per plate. P02675. AID 720508. actives 0.13% (n = 370,000);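 active means inhibition above the mean of compounds falling within the control limits plus 3 SD of them, cut at about 14% in these data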;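 further: 0% = plate median of compound wells and 100% = 10 µM Aha-Tn7 peptide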
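Assay system: human fibrin DD(E) protein / Input: 2 µM fibrin DD(E) / Benchmarks: high control of 10 µM Aha-Tn7 peptide / Measured by: fluorescence polarization of the labelled Tn7 tracer / Medium: Tris buffer with calcium and detergent, pH 7.8 / Timing: 10 min compound pre-incubation, 3 h probe incubation at room temperature / Repeats: one replicate per compound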
LEDGF integ inh: blocks HIV-1 LEDGF/p75-dependent DNA integration; actives 0.64% (n = 370,000); inhibition, % at 3.7 µM; TR-FRET IN-LEDGF/p75 DNA integration, Eu/Cy5;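 active means inhibition above the screen-wide mean plus 3 SD, cut at about 13% in these data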;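 further: signal is the Cy5 over europium emission ratio at 671 and 618 nm; 0% = plate median of compound wells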
PRMT1 FP inh: inhibitors of human PRMT1. recombinant PRMT1, activity-based probe fluorescence polarization. inhibition, % at 2.79 µM. actives 1.3% (n = 370,000);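 active means inhibition above about 21% made by adding two undisclosed values, limit read from the data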
Target sequence (Q99873 whole entry, looked up): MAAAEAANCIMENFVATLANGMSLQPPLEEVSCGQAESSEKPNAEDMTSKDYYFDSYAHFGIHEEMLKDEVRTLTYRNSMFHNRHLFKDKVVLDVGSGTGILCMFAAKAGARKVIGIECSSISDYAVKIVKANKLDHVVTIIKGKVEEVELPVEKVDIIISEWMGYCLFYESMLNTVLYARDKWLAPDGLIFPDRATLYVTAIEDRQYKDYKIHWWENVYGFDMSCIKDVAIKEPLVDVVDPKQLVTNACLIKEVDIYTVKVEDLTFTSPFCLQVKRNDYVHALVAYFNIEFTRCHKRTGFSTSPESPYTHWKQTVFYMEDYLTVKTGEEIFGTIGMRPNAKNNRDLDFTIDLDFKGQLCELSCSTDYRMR
TCR-CD3 inh: blocks the human TCR-CD3 interaction; AID 651800; actives 0.37% (n = 360,000); TAMRA-labeled TCR probe fluorescence, biochemical; inhibition, % at 9.4 µM; in the data active means inhibition above about 19%;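 further: recombinant mutant TCR 2C K166C tagged with TAMRA read by polarization; 0% = receptor in buffer alone and 100% = receptor with positive control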
* hit, by the source's call; x = no result given. Rows were taken by chance, and some 4.2% of all compounds hit somewhere here.

SMILES | PG9 binder | SIAE inh | UHRF1 MBD2 ctr | HTRA1 inh | mABHD4 FP | TDP2 inh | Tn7 DDE FP | LEDGF integ inh | PRMT1 FP inh | TCR-CD3 inh
NS(=O)(=O)c1ccc(CNC(=O)/C=C/c2ccc(S(=O)(=O)N3CCOCC3)cc2)cc1 | -1.0 | -2 | 3 | -12 | -3 | -10 | -1 | 0 | 0 | -7
c1coc(-c2cc3nc(NC4CCCCC4)ccn3n2)c1 | 0.7 | -2 | -1 | x | 3 | -5 | -3 | 5 | 29* | 4
CCOC(=O)[C@H]1NN=C(C(=O)OC)[C@@H]1c1ccccc1 | 0.5 | -7 | 5 | 3 | 7 | -14 | 1 | -3 | 4 | -1
O=C(COC(=O)c1ccco1)NCC1CCCO1 (configuration not stated) | -2.2 | 2 | 1 | 5 | 0 | -11 | 0 | 0 | 3 | 0
O=C(CSc1nnc(-c2ccco2)o1)N1c2ccccc2CCc2ccccc21 | -1.1 | 6 | 0 | -16 | -1 | 8 | 0 | -3 | 4 | 6
O=C(CN1C(=O)NC2(CCCC2)C1=O)NCCc1ccccc1 | 0.8 | 2 | 1 | 0 | 3 | 5 | -5 | -4 | 0 | -5
Cc1ccc(N(C)S(=O)(=O)c2cc(-c3cnc(C4CC4)o3)ccc2C)cc1 | -2.8 | -2 | 16 | 1 | -13 | -12 | -4 | -8 | 5 | -6
O=C(Nc1cc(=O)[nH]c2ncnn12)c1ccc(Cl)cc1Cl | 0.6 | 2 | -1 | 1 | -1 | 3 | 6 | 0 | 1 | 3
Cc1noc(C)c1C(=O)OC(C)C(=O)Nc1ccc2c(c1)OCO2 (configuration not stated) | -1.1 | 9 | 0 | 6 | 4 | 3 | 10 | 2 | -4 | 3
Cc1ccc(C)c(OCCC(=O)OCC(=O)c2ccc3c(c2)NC(=O)CO3)c1 | 5.4 | 7 | 2 | -2 | -6 | -5 | -2 | 1 | -3 | -8
Cc1ccc(-n2ccnc(SCC(=O)NC3CCCCC3)c2=O)cc1F | -0.8 | -2 | -5 | 0 | 7 | 1 | -5 | 3 | 26* | 3
COc1ccc(OC)c(-c2csc(NC(=O)CN3C(=O)NC4(CCCC4)C3=O)n2)c1 | -0.3 | -6 | -2 | -8 | 2 | -6 | -2 | 1 | 0 | 5
CCOC(=O)C1CCN(Cc2ccc(N(C)C)cc2)CC1 | -2.1 | 1 | 2 | 3 | 10 | 12 | -1 | 0 | -1 | -5
O=C(Cc1csc(NC(=O)Nc2ccc(Cl)cc2)n1)NC1CCCC1 | -1.2 | 0 | -2 | -28 | -14 | -2 | -3 | 4 | -2 | 7
CCOC(=O)[C@]12CCCC3=C1N(CCC3)C(=O)[C@@H](CC(=O)N1CCCC1)C2 | x | -4 | 1 | x | 3 | 0 | -2 | -1 | 2 | x
Cc1nnc(Sc2cc(C(=O)NCCCOC(C)C)c3ccccc3n2)s1 | -3.7 | 2 | -2 | 3 | -6 | -15 | -8 | -2 | -6 | -2
CC(=O)NS(=O)(=O)c1ccc(NC(=O)CSc2ccc(Cl)cc2)cc1 | 0.3 | 2 | 0 | x | -2 | 8 | 3 | 4 | -1 | -3
CCCC1=[N+](CC(=O)c2ccc(Br)cc2)CCn2cccc21 | -0.5 | 9 | -2 | 15 | -4 | 30* | 4 | 1 | 0 | 3
COc1cccc(C(=O)Nc2ccc(S(=O)(=O)Nc3cc(C)nc(C)n3)cc2)c1 | -2.1 | -1 | 3 | 2 | 4 | 6 | 3 | -5 | 3 | 1
Cc1ccc(OCC(=O)Nc2cccc3c2CCCC3)cc1C | -1.0 | 1 | -4 | 2 | -4 | -16 | -2 | -5 | -1 | 6
CC(=O)N1CCN=C1SCc1ccc(Br)cc1 | -1.1 | 0 | 1 | -7 | -15 | -1 | 8 | 2 | 7 | -3
COc1ccc(CCC(=O)Nc2nccs2)cc1OC | -1.7 | -14 | -4 | 0 | 2 | -1 | -3 | -3 | 4 | 4
Cc1ccc(-c2cc3nc(-c4ccc(Br)cc4)cc(N)n3n2)cc1 | -0.5 | 7 | 0 | -39 | -3 | 11 | -4 | -4 | -2 | -2
CC1(C)Oc2cc3oc(C(=O)O)cc(=O)c3cc2-c2ccccc21 | -1.8 | 1 | 1 | -2 | -14 | -11 | -2 | 7 | -2 | 10
Clc1ccc(C2=CSC3=NCCN23)c(Cl)c1 | 0.6 | -5 | 0 | -2 | 5 | 10 | -4 | -2 | 2 | -1
Other records.
SMILES | PG9 binder | SIAE inh | UHRF1 MBD2 ctr | HTRA1 inh | mABHD4 FP | TDP2 inh | Tn7 DDE FP | LEDGF integ inh | PRMT1 FP inh | TCR-CD3 inh
Cc1cc(/C=C(\C#N)C(=O)O)c(C)n1CCC(C)C | -2.0 | 11 | 7 | 1 | -3 | 16 | -5 | 5 | 0 | 5
CCCn1c(SCC(=O)Nc2ccc3c(c2)OCO3)nc2c1c(=O)n(C)c(=O)n2C | 0.5 | -5 | -1 | 4 | -1 | 10 | 1 | -2 | 3 | 2
Cc1ccc(S(=O)(=O)NC(=O)C2(C)CCN2C(=O)CCc2ccc(Cl)cc2Cl)cc1 (configuration not stated) | 0.1 | 3 | -2 | x | 4 | -4 | -4 | -1 | 1 | 3
O=C(Nc1ccc(Cl)c(NC(=O)c2cccs2)c1)c1ccco1 | -0.4 | -5 | 4 | -23 | -7 | -5 | 6 | -1 | 5 | -3
COc1ccc(-c2ccc(CCC(=O)O)n2CC2CCCO2)cc1 (configuration not stated) | -2.2 | 3 | 0 | 4 | 3 | 8 | -4 | -5 | 2 | 1
CCOC(=O)N1CCN(S(=O)(=O)c2ccc(C)c(C)c2C)CC1 | -0.1 | 2 | 7 | -3 | 1 | -2 | -7 | 1 | 1 | -8
COc1ccc(C(CNC(=O)C(C)Oc2ccc(Br)cc2)N2CCOCC2)cc1 (configuration not stated) | -2.8 | 1 | 0 | 4 | 0 | -14 | 0 | 2 | 2 | 5
O=C(NCc1ccc(Cl)c(Cl)c1)c1ccc2c(c1)OCO2 | -1.0 | 2 | -2 | -10 | -6 | -4 | -1 | 1 | 1 | 7
Cc1nc2c(C#N)cnn2c2c1CCNN2C | 0.3 | 4 | 2 | -4 | 3 | 8 | -7 | 4 | -3 | 1
Cc1[nH]c2ccccc2c(=O)c1CN(C)Cc1ccccc1 | -0.1 | -4 | 4 | -2 | 4 | -2 | -7 | 3 | 0 | 0
CCCOc1ccc2c3c(c(=O)oc2c1)CCCC3 | -1.4 | 6 | 4 | -3 | 5 | -5 | -1 | -2 | 1 | -10
CN1N=C(c2ccc(F)c(F)c2)CSC1=NCc1ccccc1 | 1.1 | -3 | 0 | 5 | -2 | 6 | 6 | 2 | 0 | 1
COc1ccccc1-c1csc(-n2ncc(C#N)c2N)n1 | -0.9 | -58 | -15 | -20 | -13 | 1 | 4 | 2 | 16 | 5
CCn1c(SCc2nc3ccccc3c(=O)[nH]2)nc2ccccc2c1=O | -0.9 | -6 | 0 | -4 | 12 | -8 | -5 | -1 | 1 | -6
O=C(c1ccccc1)[C@@H]1[C@@H]2C(=O)N(c3ccc(F)cc3)C(=O)[C@@H]2C2CCCN21 (some centres not stated) | -3.0 | 1 | -2 | 12 | 1 | -2 | -8 | 0 | 4 | 3
COc1ccc(C)cc1NC(=O)C(OC(=O)CNC(=O)c1cc(C)cc(C)c1)c1ccccc1 (configuration not stated) | -3.3 | -1 | -2 | -19 | -4 | -11 | -1 | 0 | -3 | 7
O=C1CS/C(=N\NC(=O)c2ccccc2)N1 | 0.0 | 7 | 1 | x | -2 | 1 | -4 | 1 | 2 | -1
CCN(C(=O)COC(=O)c1cnc(C)cn1)C1CCS(=O)(=O)C1 (configuration not stated) | -0.9 | -8 | -1 | 6 | 6 | 8 | 4 | 0 | 2 | 3
CCN1CCN(CC(=O)Nc2cc3c(cc2C(C)=O)OCO3)CC1 | 1.0 | 6 | 3 | 5 | 12 | 26* | -5 | 3 | 4 | -4
Cc1ccc(OCCNS(=O)(=O)c2cccs2)cc1 | -0.3 | 3 | -2 | -4 | -4 | 3 | -7 | -3 | -2 | 11
O=C(c1cccc(-c2ccccc2F)c1)N1CC[C@@H](N2CCC(O)CC2)[C@H](O)C1 | -0.3 | -3 | 5 | 2 | -8 | -13 | -2 | 2 | -2 | -9
COc1cc(NC(=O)COC(=O)Cc2ccc(-c3ccccc3)cc2)cc(OC)c1 | 1.5 | -72 | 2 | -79 | -2 | -4 | 2 | 0 | 1 | 8
CCc1cccc(NC(=O)c2cccc(S(=O)(=O)N3CCN(C)CC3)c2)c1 | -3.1 | 4 | 0 | -3 | 0 | 11 | 0 | -5 | -5 | 7
CCOC(=O)C1(C)CCCCN1C(=O)c1cccc(Cl)c1 (configuration not stated) | -0.3 | 2 | 0 | x | -5 | 5 | 8 | -1 | 3 | -13
CCOc1ncccc1C(=O)N1CCN(S(=O)(=O)c2ccc3c(c2)OCCO3)CC1 | -3.0 | 22* | -1 | 1 | -2 | -4 | -7 | 2 | -2 | 8

Laid out differently: 2 of the compounds above
Value order: PG9 binder, SIAE inh, UHRF1 MBD2 ctr, HTRA1 inh, mABHD4 FP, TDP2 inh, Tn7 DDE FP, LEDGF integ inh, PRMT1 FP inh, TCR-CD3 inh
Cc1ccc(OCCNS(=O)(=O)c2cccs2)cc1
  -0.3, 3, -2, -4, -4, 3, -7, -3, -2, 11
O=C(c1cccc(-c2ccccc2F)c1)N1CC[C@@H](N2CCC(O)CC2)[C@H](O)C1
  -0.3, -3, 5, 2, -8, -13, -2, 2, -2, -9

Next part:
SMILES | PG9 binder | SIAE inh | UHRF1 MBD2 ctr | HTRA1 inh | mABHD4 FP | TDP2 inh | Tn7 DDE FP | LEDGF integ inh | PRMT1 FP inh | TCR-CD3 inh
CC(=O)Nc1ccccc1NC(=O)c1cc(C)cc(C)c1 | -1.5 | 5 | 3 | 5 | -3 | -4 | 6 | 0 | -3 | -5
Cc1cc(Cc2ccc([N+](=O)[O-])cc2)c(C)cn1 | -2.4 | 0 | 0 | -12 | -9 | -19 | 5 | 2 | 0 | 2
Cc1c(-c2cccc(NC(=O)c3ccco3)c2)nc2ncccn12 | 1.4 | 1 | -6 | 3 | 4 | 3 | -7 | 0 | -2 | -11
Nc1c([N+](=O)[O-])cc2c3c(cccc13)CC2 | -4.0 | 4 | -15 | x | 1 | 12 | 2 | 0 | 0 | 0
COC(=O)c1ccc(C(=O)OC)c(NC(=S)N2CCN(c3cc(Cl)ccc3C)CC2)c1 | -2.3 | -2 | 1 | 0 | -2 | -8 | -7 | -1 | -2 | 5
OCc1nc2ccccc2n1CCOc1ccccc1 | 0.5 | -7 | -1 | 4 | -1 | 23 | 3 | -4 | -1 | -5
O=C(CC12CC3CC(CC(Br)(C3)C1)C2)NC1=NCCS1 | -0.5 | 0 | 0 | -14 | 2 | -3 | 8 | -2 | 17 | -8
COc1ccc(-n2c(Cc3cccn3C)nnc2SCC(=O)Nc2nccs2)cc1 | -0.1 | 17* | -2 | 7 | 0 | 6 | -1 | 3 | 7 | 0

Bioassay records (PubChem)
